EPAC1 antag = antagonists of human EPAC1; O95398; EPAC1 GEF assay, Rap1b-BODIPY-GDP exchange fluorescence; Potency, µM (highest dose often 115 µM), without a hit: at the top dose activity change, negative = inhibition, actives largely listed as inhibitors; actives 0.14% (n = 360,000); AID 720709;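 further: potency means the concentration at half of the fitted maximal effect; plate controls were vehicle for no effect and positive control for full effect; nearly all actives have a fitted effect of over 50% in size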
MmCpn inh = M. maripaludis TRiC chaperonin inhibition | purified Mm-Cpn ATPase, ADP Transcreener TR-FRET | Potency, µM (series often up to 76.9 µM), for inactives: at the top dose activity, negative = inhibition, most hits filed as inhibitors | actives 0.031% (n = 330,000) | AID 504842; further: potency means the concentration at half of the fitted maximal effect; on the % scale 0 is the no-effect control and ±100 the full control effect; nearly all actives have a fitted effect of over 80% in size
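ATP (10 uM final) was added to archaeal chaperonin (25 nM final) after 10 min exposure to test compound at 37°C; after 30 min further incubation, ADP was detected by competitive TR-FRET.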
CCT modulator = modulators of cytosolic chaperonin (CCT/TRiC) activity; purified chaperonin ATPase assay, HTRF ADP detection, 30 min; activity change, % (test concentration not listed), hits read low; actives 0.3% (n = 360,000); in the data active means activity change below about -30%; further: on the % scale 0 is the no-effect control and ±100 the full control effect
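TRiC at 40 or 20 nM final (batch-dependent) in 30 mM Tris pH 7.4, 100 mM KCl, 5 mM MgCl2, 1 mM DTT, with compound at single 76 uM and 10 uM ATP, 30 min at 37 deg C. ADP detected by HTRF Transcreener, 665/615 ratio.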
EPAC1 ag = EPAC1 (human) agonism | O95398 | EPAC1 agonist qHTS, biochemical assay; response scale: 100% = response to 6.5 mM cAMP | Potency, µM (series often up to 154 µM), for inactives: at the top dose activation, usual class: activators | actives 0.073% (n = 360,000) | AID 720707; further: potency means the concentration at half of the fitted maximal effect; nearly all actives have a fitted effect of over 60% in size
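Nucleotide exchange assay: 100 nM EPAC1 with 250 nM Rap1B loaded with BODIPY-GDP and 50 uM GDP, room temperature. Fluorescence (480/540 nm) read every 5 min for 30 min; signal change normalized to 6.5 mM cAMP as full agonist.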
EPAC2 antag = EPAC2 (human) antagonism | Potency, µM (top dose mostly 114 µM), for the others: top-dose activity, negative = inhibition, most hits filed as inhibitors | actives 0.18% (n = 360,000) | Q8WZA2 | EPAC2 GEF exchange of Rap1B-BODIPY-GDP, fluorescence; further: potency means the concentration at half of the fitted maximal effect; on the % scale 0 is the no-effect control and ±100 the full control effect; nearly all actives have a fitted effect of over 45% in size; many of its hits are not listed in these tables
PLK1 PBD inh = inhibitors of human PLK1 polo-box domain binding. P53350. Plk1 PBD binding of FITC phosphopeptide, fluorescence polarization. Potency, µM, inactives show max response, negative = inhibition, most hits filed as inhibitors. actives 2.8% (n = 360,000). AID 720504; further: potency means the concentration at half of the fitted maximal effect; series mostly up to about 57 µM; on the % scale 0 is the no-effect control and ±100 the full control effect; nearly all actives have a fitted effect of over 65% in size
Target sequence (P53350 whole entry, looked up, the tested form may be a part): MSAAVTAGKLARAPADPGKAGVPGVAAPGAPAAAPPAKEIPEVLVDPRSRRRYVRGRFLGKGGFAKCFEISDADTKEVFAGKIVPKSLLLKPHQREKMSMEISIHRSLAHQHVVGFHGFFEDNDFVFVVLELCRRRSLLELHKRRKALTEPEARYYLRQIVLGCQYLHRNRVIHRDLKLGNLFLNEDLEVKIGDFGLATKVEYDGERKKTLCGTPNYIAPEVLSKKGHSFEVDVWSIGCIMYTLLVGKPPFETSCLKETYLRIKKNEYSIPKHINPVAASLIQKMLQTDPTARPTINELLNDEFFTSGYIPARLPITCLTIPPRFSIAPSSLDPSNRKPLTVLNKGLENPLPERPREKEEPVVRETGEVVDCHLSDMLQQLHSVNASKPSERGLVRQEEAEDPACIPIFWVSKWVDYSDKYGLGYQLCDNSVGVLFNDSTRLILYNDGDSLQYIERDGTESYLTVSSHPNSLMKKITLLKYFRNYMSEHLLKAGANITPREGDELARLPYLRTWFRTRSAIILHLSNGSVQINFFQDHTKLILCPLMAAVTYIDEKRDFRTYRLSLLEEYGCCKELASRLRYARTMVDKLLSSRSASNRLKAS
WRN inhibitor = blocks human WRN helicase; Q14191; WRN helicase unwinding, fluorescent forked duplex, kinetic; Potency, µM (doses to about 114 µM), inactives show at the highest dose activity change, negative = inhibition, usual class: inhibitors; actives 0.46% (n = 360,000); AID 651768; further: potency means the concentration at half of the fitted maximal effect; on the % scale 0 is the no-effect control and ±100 the full control effect; nearly all actives have a fitted effect of over 55% in size
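WRN at 20 nM final preincubated with compound 15 min at room temperature; reaction started with 100 nM fluorophore/quencher forked duplex oligonucleotide and 2 mM ATP final. Unwinding followed kinetically by red fluorescence (ex 525, em 598 nm).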
PI5P4Ka inh = blocks human PI5P4K alpha kinase activity | P48426 | PI5P4Kalpha enzyme, ADP-Glo luminescence, 60 min; active compounds read low | max response, % | actives 1.2% (n = 330,000) | AID 652105; active means max response of -50% or lower; inconclusive means between -30% and -50%; inactive means -30% or higher; further: value at the top dose of about 77 µM; on the % scale 0 is the no-effect control and ±100 the full control effect
Target sequence (P48426 whole entry, looked up): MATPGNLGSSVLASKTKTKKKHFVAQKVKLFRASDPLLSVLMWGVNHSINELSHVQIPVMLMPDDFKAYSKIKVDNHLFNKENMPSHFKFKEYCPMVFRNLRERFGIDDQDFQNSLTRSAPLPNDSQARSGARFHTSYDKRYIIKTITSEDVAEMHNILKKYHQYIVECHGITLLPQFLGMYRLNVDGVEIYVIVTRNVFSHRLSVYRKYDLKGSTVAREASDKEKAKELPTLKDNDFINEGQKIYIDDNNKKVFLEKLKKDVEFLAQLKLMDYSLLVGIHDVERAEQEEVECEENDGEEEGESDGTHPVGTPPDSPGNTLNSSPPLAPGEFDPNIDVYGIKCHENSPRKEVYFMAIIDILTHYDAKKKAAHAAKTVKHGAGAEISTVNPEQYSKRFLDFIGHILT
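Human PI5P4Kalpha with substrate in 0.038 M HEPES pH 7.4, 0.28 mM EGTA, 0.1% CHAPS, 5% DMSO; reaction started with 5 microM ATP (final), 60 min at room temperature. ADP formed read by ADP-Glo luminescence.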
Numbers without * were called inactive; ? = inconclusive; . = no result given; [ ] = another dose, or the depositor's remark. Unless noted, the call rests on the fitted dose curve; in most records, active means well fitted curve in the direction sought with a large enough effect; inconclusive means small, poorly fitted or top-dose-only effect, or another doubt; inactive means no such curve, though single readings can be large; an effect the other way counts as inactive or inconclusive. Not all compounds are listed; rates above refer to the full screens.

1	CCOc1ccccc1C(=O)NC1CC2CCCC(C1)N2C1CC1 (configuration not stated)
2	Cc1ccc(OCC(=O)N/N=C2\CC(=O)CC(C)(C)C2)c(Br)c1
3	COCCCNC(=O)CC1C[C@H](C(=O)N2CCOCC2)[C@@]2(C)c3[nH]c4ccc(OC)cc4c3CCN2C1=O (some centres not stated)
4	Cc1ccccc1-c1ccc2c(c1)O[C@H](CN(C)C(=O)C1CC1)[C@@H](C)CN([C@@H](C)CO)S2(=O)=O
5	O=S(=O)(NCC1CCCO1)c1cnc(Cl)c(Br)c1 (configuration not stated)
6	COc1ccc(-c2cn3cccnc3n2)cc1NC(=O)c1cc(OC)c(OC)c(OC)c1
7	O=C(CCN1C(=O)/C(=C/c2ccccc2)SC1=S)NC1CCS(=O)(=O)C1 (configuration not stated)
8	Cc1[nH]c2ccc(OCc3ccccc3)cc2c1CCN1C(=O)OC(C)(C)C1(C)O (configuration not stated)

screen / no.,1,2,3,4,5,6,7,8
EPAC1 antag,2%,-1%,-7%,-13%,-11%,-1%,-5%,-12%
MmCpn inh,-1%,0%,-1%,.,1%,-6%,-5%,-1%
CCT modulator,-0.7,-0.9,-1.8,-2.3,0.4,-0.6,-1.5,-0.2
EPAC1 ag,-1%,12%,-4%,-8%,2%,11%,-5%,-11%
EPAC2 antag,6%,3%,-2%,-18%,2%,4%,-1%,-10%
PLK1 PBD inh,-4%,-6%,-9%,-16%,-2%,-5%,?,-4%
WRN inhibitor,7%,-1%,-3%,2%,-11%,-13%,2%,0%
PI5P4Ka inh,-3,-4,-11,10,7,1,0,1

9	COc1ccc(NC(=O)CN(C)C(=O)C23CC4CC(CC(C4)C2)C3)cc1
10	COc1cc(OC)cc(C(=O)NCCS(=O)(=O)N2CCN(Cc3ccccc3)CC2)c1
11	COc1cccc(CNC(=O)C2CCN(S(=O)(=O)c3ccccc3)CC2)c1
12	O=C(NCc1ccccc1F)C1CCN(S(=O)(=O)c2ccccc2)CC1
13	COc1cc(C2C(C(=O)c3ccc(C)o3)=C(O)C(=O)N2CCc2ccccc2)ccc1O (configuration not stated)
14	CC(CNC(=O)CN1C(=O)NC2(CCOc3ccccc32)C1=O)c1ccccc1 (configuration not stated)
15	Cc1c(Cl)cccc1NC(=O)C1CCCN(S(C)(=O)=O)C1 (configuration not stated)
16	C=C[C@@H]1c2c(F)cccc2N(S(=O)(=O)c2ccc(C)cc2)[C@H](c2ccc(C(=O)OC)cc2)C1(C#N)C#N

screen / no.,9,10,11,12,13,14,15,16
EPAC1 antag,12%,-15%,-1%,2%,5%,0%,7%,2%
MmCpn inh,2%,1%,1%,2%,-1%,1%,2%,1%
CCT modulator,-1.0,-0.6,0.1,1.1,-2.9,-7.5,0.8,-1.3
EPAC1 ag,6%,-4%,-6%,8%,11%,4%,9%,-1%
EPAC2 antag,4%,-5%,9%[57.1 µM],19%,-5%,-11%,1%,-10%
PLK1 PBD inh,-3%,2%,-1%,-6%,-4%,4%,-5%,2%
WRN inhibitor,-30%,-2%,11%,0%,-11%,-2%,-3%,5%
PI5P4Ka inh,8,1,1,0,1,0,-1,2

17	CCOCCCNC(=O)C1(O)c2cc(Br)ccc2NC(=O)N1c1ccc(C)c(C)c1 (configuration not stated)
18	CN1C[C@@H]2[C@@H]3C(=O)N(Cc4ccccc4)C(=O)[C@@H]3[C@](Cc3ccccc3)(C1=O)N2C(=O)c1ccccc1
19	Cc1ccc(-c2ccc(/C=N\n3cnnc3)o2)c(Br)c1
20	Clc1ccc(CCNc2ncnc3c2nnn3Cc2ccccc2)cc1
21	Cc1noc(C)c1S(=O)(=O)N(CC(=O)NCc1ccc2c(c1)OCO2)c1ccc(C(C)C)cc1
22	O=C(CN1CCN(CN2C(=O)NC3(CCCCCC3)C2=O)CC1)Nc1ccc(F)cc1
23	O=C(NCCN1CCOCC1)c1nn2c(c1Cl)NC(c1ccccc1)CC2C(F)(F)F (configuration not stated)
24	O=C(Cn1cnc2c(nnn2Cc2ccc(Cl)cc2)c1=O)c1ccccc1

screen / no.,17,18,19,20,21,22,23,24
EPAC1 antag,3%,20%,-16%,-19%,-17%,-6%,5%,-11%
MmCpn inh,1%,.,-8%,0%,1%,1%,0%,-3%
CCT modulator,-3.2,0.9,0.4,0.3,-1.0,-2.2,-8.3,0.0
EPAC1 ag,-8%,11%,9%,4%,6%,7%,-10%,3%
EPAC2 antag,7%,14%,-27%,-2%,-20%,2%,4%,5%
PLK1 PBD inh,7%,-3%,-17%,-1%,-5%,-11%,-2%,-3%
WRN inhibitor,-6%,2%,4%,6%,-1%,2%,2%,-10%
PI5P4Ka inh,4,2,4,-2,3,2,.,-4

25	COc1ccc(-c2noc(-c3ccccc3C(=O)N3CCOCC3)n2)cc1
26	Cc1cc(N2C(=O)NC(=O)CC2C)c(C)cc1C(C)C (configuration not stated)
27	C[C@H](CO)N1C[C@H](C)[C@H](CN(C)Cc2ccncc2)OCc2ccccc2-c2c(n(C)c3ccccc23)C1=O
28	COc1ccc(NC(=O)N(C)C[C@H]2OCc3cnnn3CCCC(=O)N([C@@H](C)CO)C[C@H]2C)c(OC)c1
29	Cc1ccc(S(=O)(=O)Nc2nc3cc(C)c(C)cc3[nH]2)cc1
30	Cc1ccc(C)c(NC(=O)CN(C)C(=O)c2ccc(Cl)nc2)c1
31	Cc1cccc(NC(=S)Nc2ccccn2)c1
32	Cc1nnc(NC(=O)C2CCN(S(=O)(=O)c3ccc(Cl)cc3)CC2)s1

screen / no.,25,26,27,28,29,30,31,32
EPAC1 antag,7%,-21%,12%,11%,-1%,-20%,-13%,-13%
MmCpn inh,0%,1%,.,.,-1%,1%,0%,2%
CCT modulator,0.4,1.4,-1.1,1.3,2.6,-1.8,-1.0,-5.5
EPAC1 ag,-1%,-13%,-6%,10%,2%,-4%,11%,-3%
EPAC2 antag,3%,9%,6%,-5%,-18%,-8%,-5%,-28%
PLK1 PBD inh,2%,-7%,-5%,7%,-24%,-18%,-11%,-4%
WRN inhibitor,3%,5%,8%,2%,2%[57.1 µM],-1%,-2%,-13%
PI5P4Ka inh,.,9,-1,-2,7,3,-4,5

Excerpt: entries 25–28
25	COc1ccc(-c2noc(-c3ccccc3C(=O)N3CCOCC3)n2)cc1
26	Cc1cc(N2C(=O)NC(=O)CC2C)c(C)cc1C(C)C (configuration not stated)
27	C[C@H](CO)N1C[C@H](C)[C@H](CN(C)Cc2ccncc2)OCc2ccccc2-c2c(n(C)c3ccccc23)C1=O
28	COc1ccc(NC(=O)N(C)C[C@H]2OCc3cnnn3CCCC(=O)N([C@@H](C)CO)C[C@H]2C)c(OC)c1

screen / no.,25,26,27,28
EPAC1 antag,7%,-21%,12%,11%
MmCpn inh,0%,1%,.,.
CCT modulator,0.4,1.4,-1.1,1.3
EPAC1 ag,-1%,-13%,-6%,10%
EPAC2 antag,3%,9%,6%,-5%
PLK1 PBD inh,2%,-7%,-5%,7%
WRN inhibitor,3%,5%,8%,2%
PI5P4Ka inh,.,9,-1,-2

Following part
33	N#Cc1sc2nc(-c3cccs3)cc(-c3ccccc3)c2c1N
34	Cc1ccc(C(=O)Nc2nc(=O)n(C(=O)c3ccccc3C)s2)cc1
35	CCOC(=O)c1sc(NC(=O)CSc2nnc(-c3ccco3)n2CC)c(C(=O)OCC)c1C
36	NC(=O)CNc1ncc(C(F)(F)F)cc1Cl
37	CCN1CCN(C(=O)c2ccc(C(F)(F)F)cc2)CC1
38	COC(=O)CN1C(=S)N(c2ccc(Cl)cc2)C(=O)C1CC(=O)Nc1ccc(Cl)cc1 (configuration not stated)
39	Cc1cc(C)nc(N/N=C/C2=C(N3CCOCC3)C(=C\c3ccc(Cl)cc3)/CC2)n1
40	COC(=O)Cc1c(C)c2ccc(OCC(=O)NCc3ccc4c(c3)OCO4)cc2oc1=O

screen / no.,33,34,35,36,37,38,39,40
EPAC1 antag,10%,0%,11%,8%,4%,-25%,?,-4%
MmCpn inh,-10%,-1%,-1%,-1%,0%,4%,0%,0%
CCT modulator,0.8,3.8,1.0,1.1,0.7,-4.6,-9.5,-2.6
EPAC1 ag,6%,-7%,14%,-3%,9%,2%,2%,5%
EPAC2 antag,5%,7%,-5%,-2%,0%,-13%,-8%,-13%
PLK1 PBD inh,-9%,?,-16%,-3%,-1%,-4%,?,-15%
WRN inhibitor,-7%,-6%,-10%,4%,-2%,-4%,-12%,6%
PI5P4Ka inh,.,?,.,-4,-6,2,-13,-1

41	O=C1NC[C@@H](CCCCN2C[C@H](Cc3ccc(O)cc3)N(Cc3ccccc3)C(=O)C2=O)N(CCc2ccc(O)cc2)C1=O
42	CN(CC(=O)Nc1cccc(F)c1)C(=O)c1ccc(C(=O)c2ccccc2)cc1
43	CSCCC(=O)N(C)CC1CCCN(CCc2cccc(C(F)(F)F)c2)C1 (configuration not stated)
44	NNC(=O)COc1cccc2cccnc12
45	CCC(COC)Oc1cc(NCc2ccccc2)c2ncn(C(C)C)c2c1 (configuration not stated)
46	COCCn1c(-c2cc(OC)c(OC)c(OC)c2)nc2oc3ccccc3c(=O)c2c1=O
47	CC(C)C[C@H]1CN(CCCC[C@H]2CNC(=O)C(=O)N2CCC2CCCCC2)C(=O)C(=O)N1CCC1CCCCC1
48	O=C(NCCCN1CCOCC1)Nc1ccc(Cc2ccc(NC(=O)NCCCN3CCOCC3)cc2)cc1
49	O=S(=O)(Nc1cccc2ccccc12)N1CCCC1
50	CC(=O)c1cccc(N=Nc2c(C)[nH]c3ccccc23)c1
51	CC1CC(O)(Cc2ccccc2)C(C)CN1C (configuration not stated)

screen / no.,41,42,43,44,45,46,47,48,49,50,51
EPAC1 antag,-12%,-26%,-4%,-14%,?,-5%,-16%,-17%,5%,3%,9%
MmCpn inh,.,-5%,0%,3%,-8%,0%,.,2%,-2%,0%,3%
CCT modulator,-1.9,-4.5,-0.4,-2.1,-1.6,-0.9,-0.8,-0.9,-0.9,1.5,-3.8
EPAC1 ag,-1%,-4%,2%,8%,-20%,-2%,-3%,9%,2%,2%,3%
EPAC2 antag,-1%,-8%,3%,-2%,8%,-9%,4%,-2%,-3%,4%,7%
PLK1 PBD inh,-11%,2%,-2%,-5%,?,-11%,-7%,-12%,-24%,-4%,-2%
WRN inhibitor,-9%,1%,6%,-8%,?,0%,2%,-8%,-8%,-22%,-9%
PI5P4Ka inh,-2,12,-1,3,0,.,2,10,.,5,3
